# Source: PubChem
# ASM inhibitor = blocks human secretory acid sphingomyelinase | P17405 | placental ASM, HMU-PC fluorogenic substrate, 60 min | Potency, µM (doses to about 57.5 µM), for the others: at the highest dose activity change, negative = inhibition, actives largely listed as inhibitors | 340,000 tested, 0.006% active | AID 504937; also: potency is read from the fitted curve at half-maximal effect
# Target sequence (P17405 47-631 limits assumed): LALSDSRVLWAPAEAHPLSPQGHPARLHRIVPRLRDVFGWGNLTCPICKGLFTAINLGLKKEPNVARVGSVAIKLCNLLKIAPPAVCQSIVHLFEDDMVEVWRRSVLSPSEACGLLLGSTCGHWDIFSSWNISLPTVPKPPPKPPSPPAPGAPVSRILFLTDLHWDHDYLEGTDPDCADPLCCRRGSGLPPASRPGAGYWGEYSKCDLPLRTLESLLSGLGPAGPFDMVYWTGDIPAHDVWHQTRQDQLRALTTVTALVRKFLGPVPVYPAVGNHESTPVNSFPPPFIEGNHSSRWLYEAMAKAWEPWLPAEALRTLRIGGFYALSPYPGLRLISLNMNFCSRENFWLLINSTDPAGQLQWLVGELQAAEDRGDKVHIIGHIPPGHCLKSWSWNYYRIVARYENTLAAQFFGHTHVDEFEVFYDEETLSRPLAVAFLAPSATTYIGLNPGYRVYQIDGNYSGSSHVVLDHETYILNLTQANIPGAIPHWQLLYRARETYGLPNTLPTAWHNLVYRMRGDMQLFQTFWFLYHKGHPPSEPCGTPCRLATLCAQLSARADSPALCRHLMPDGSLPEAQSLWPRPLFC
#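 Human placenta-derived ASM preincubated with compound 10 min at room temperature, then reacted with 9 uM (final) fluorogenic HMU-PC substrate for 60 min at 37 C. Stop solution raises pH to 10; fluorescence read at Ex 386/Em 447 nm.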
# Menin-MLL TR inh = menin-MLL binding inhibition, Texas Red mutant peptide | Menin + Texas Red MLL mutant peptide, fluorescence polarization | Potency, µM (doses to about 61.6 µM), without a hit: top-dose FP activity change, negative = inhibition, actives largely listed as inhibitors | 270,000 tested, 0.23% active; active = well fitted inhibition curve with a large enough effect in the polarisation, with a control signal flat, not every such curve was filed as active; inconclusive = small, poorly fitted or top-dose-only effect, or effect the other way, or a change in a side signal; inactive = no such curve, though single readings can be large or run the other way; the % refers to the polarisation; also: potency is read from the fitted curve at half-maximal effect; % of control where 0% means no effect; many of its hits are not listed in these tables
# PTAP TSG101 blk = blocks PTAP/TSG101 interaction to inhibit HIV-1 budding. Fluorescence polarization, FITC-PTAP peptide / Tsg101 binding. AID 493005. 340,000 tested, under 10 active. Potency, µM (series often up to 115 µM), for the others: at the top dose activity change, negative = inhibition, hits mostly inhibitors. Q99816; active = well fitted inhibition curve with a large enough effect in the main read-out, with a control signal flat, not every such curve was filed as active; inconclusive = small, poorly fitted or top-dose-only effect, or effect the other way, or a change in a side signal; inactive = no such curve, though single readings can be large or run the other way; also: potency is read from the fitted curve at half-maximal effect; % of control where 0% means no effect
# Target sequence (Q99816 whole entry, looked up): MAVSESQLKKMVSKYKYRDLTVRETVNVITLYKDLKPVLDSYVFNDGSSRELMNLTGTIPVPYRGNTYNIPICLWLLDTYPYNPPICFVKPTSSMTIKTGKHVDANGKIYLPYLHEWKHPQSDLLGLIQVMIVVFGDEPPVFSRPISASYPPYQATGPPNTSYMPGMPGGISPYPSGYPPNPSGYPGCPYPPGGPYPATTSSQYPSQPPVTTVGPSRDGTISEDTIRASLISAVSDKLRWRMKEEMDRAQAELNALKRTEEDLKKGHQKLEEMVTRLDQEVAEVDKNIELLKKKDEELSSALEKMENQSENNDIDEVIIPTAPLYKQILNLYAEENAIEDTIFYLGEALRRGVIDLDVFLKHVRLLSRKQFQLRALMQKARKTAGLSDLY
#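 Fluorescence polarization binding of Tsg101 binding domain (10 uM final) to FITC-labeled PTAP peptide (50 nM final) in HEPES pH 7.5 buffer with NaCl, Tween 20, EDTA, TCEP. Compounds added before peptide; binding 20 min at RT.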
# PKM2 activator = PKM2 (human) enzyme activation | 260,000 tested, 0.34% active | AID 1631 | Potency, µM (top dose mostly 57.5 µM), without a hit: at the top dose activation, actives largely listed as activators | purified PKM2, Kinase-Glo ATP luminescence, activation; response scale: 0% is enzyme alone, no compound; also: potency is read from the fitted curve at half-maximal effect; % is scaled to controls: 0 for no effect and ±100 for the full control effect; nearly all actives have a fitted effect of over 55% in size
#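 ATP formation by purified human PK-M2, quantified via coupled luciferase luminescence after 1 h at room temperature with 0.1 mM ADP and 0.5 mM PEP final.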
# GALK inh = blocks human galactokinase activity | P51570 | Purified GALK, Kinase-Glo residual ATP luminescence | Potency, µM (top dose mostly 57.5 µM), inactives show top-dose activity change, negative = inhibition, hits mostly inhibitors | 270,000 tested, 0.007% active; also: potency is read from the fitted curve at half-maximal effect; % is scaled to controls: 0 for no effect and ±100 for the full control effect
#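 Human GALK (5 nM) with 35 uM ATP and 100 uM galactose in 20 mM HEPES pH 8.0, 5 mM MgCl2, 60 mM NaCl, 1 mM DTT, 0.01% BSA. After 1 h at room temperature, leftover ATP was read by Kinase-Glo Plus luminescence.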
# Tb PFK block = inhibitors of T. brucei phosphofructokinase; 330,000 tested, 0.17% active; T. brucei PFK, ADP-Glo luminescence; AID 485367; Potency, µM (highest dose often 57.5 µM), inactives show top-dose activity, negative = inhibition, actives largely listed as inhibitors; O15648;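 also: potency is read from the fitted curve at half-maximal effect; 0% = uninhibited 1x PFK enzyme wells and -100% = no-enzyme wells; nearly all actives have a fitted effect of over 60% in size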
#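 1.25 nM PFK with 0.5 mM F6P and 0.1 mM ATP in 0.1 M TEA pH 8.0, 5 mM MgCl2, incubated 45 min at room temperature; ADP measured by ADP-Glo luminescence; compounds titrated up to 57 uM.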
# a7 integrin act = activates integrin-mediated alleviation for muscular dystrophy; alpha7betagal myoblasts, beta-gal FDG fluorescence, 48 h; Potency, µM (highest dose often 38.3 µM), for the others: top-dose activation, actives largely listed as activators; 350,000 tested, 0.064% active;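 also: potency is read from the fitted curve at half-maximal effect; 100% = response of the positive control SU9516; nearly all actives have a fitted effect of over 60% in size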
#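 alpha7betagal+/- myoblasts (passage 13, 250/well) treated 48 h at 37C with compounds at 1:260 dilution of DMSO stock. Lysed, then beta-galactosidase activity read as FDG fluorescence (ex 480/em 540) after 30 min, with pre-read for autofluorescence.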
# Coupling enz = counter-screen for Giardia aldolase inhibitors: coupling enzyme system; coupling enzyme system counterscreen, AmpLite Red fluorescence; activity change, negative = inhibition, % at 58.2 µM, hits read low; 290,000 tested, 0.67% active; AID 2472; in the data active = activity change below about -30%; also: % is scaled to controls: 0 for no effect and ±100 for the full control effect
#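 Compounds tested against the coupling enzymes alone at 57.5 uM final; readout was AmpLite Red fluorescence (525/598 nm) after 20 min at RT.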
# B2AR arrestin = recruits beta-arrestin to the human beta2-adrenergic receptor; P07550; 330,000 tested, 0.02% active; AID 492947; beta-arrestin recruitment to beta2AR, cell-based reporter; Potency, µM (titrated, usually from 46.1 µM), inactives show at the top dose activation, hits mostly activators;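 also: potency is read from the fitted curve at half-maximal effect; 0% = DMSO controls and full agonism = EC100 isoproterenol or metaproterenol; nearly all actives have a fitted effect of over 65% in size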
# BCR signal inh = blocks chronic active B-cell receptor signaling. ABC-DLBCL IkBa-CBG/CBR reporter, luminescence ratio, 4 h. Potency, µM (top dose mostly 46.1 µM), for the others: at the highest dose ratio change, negative = lower green/red ratio, actives largely listed as inhibitors. 340,000 tested, 0.05% active; active = well fitted inhibition curve with a large enough effect in the signal ratio, with a control signal flat, not every such curve was filed as active; inconclusive = small, poorly fitted or top-dose-only effect, or effect the other way, or a change in a side signal; the % refers to the signal ratio;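 also: potency is read from the fitted curve at half-maximal effect; plate controls were basal doxycycline-induced cells for no effect and cells given 10 µM MG132 for full effect; MG132 reads +100%, hits lower the ratio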
#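 TMD8 ABC-DLBCL cells carrying doxycycline-inducible green luciferase fused to IkappaBalpha plus unfused red luciferase were exposed to compounds (up to 46 uM) for 4 hrs at 37C. Activity came from the overlap-corrected green/red luminescence ratio.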
# Giardia kill = Giardia lamblia killing. Giardia lamblia trophozoite viability. activity change, % at 7.66 µM, hits read low. 340,000 tested, 0.15% active. AID 540267; in the data active = activity change below about -80%; inconclusive = between about -30% and that limit;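 also: parasites exposed to compound for two days anaerobically before the ATP read; % is scaled to controls: 0 for no effect and ±100 for the full control effect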
#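 Each well holds 100 Giardia trophozoites and compound. After two days (48 hrs) at 37 deg C in anaerobic conditions, ATP is quantified by luminescence.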
# Starred values were filed as active, the others as inactive; i = inactive; ? = inconclusive; · = not tested or not shown; [ ] = dose if it differs, or a comment. Unless noted, calls follow the shape of the dose curve; as a rule, active = well fitted curve in the direction sought with a large enough effect; inconclusive = small, poorly fitted or top-dose-only effect, or another doubt; inactive = no such curve, though single readings can be large; an effect the other way counts as inactive or inconclusive. The list is partial; the hit share may differ from the screen's.
# Every second line gives: ASM inhibitor	Menin-MLL TR inh	PTAP TSG101 blk	PKM2 activator	GALK inh	Tb PFK block	a7 integrin act	Coupling enz	B2AR arrestin	BCR signal inh	Giardia kill
FC(F)(F)c1cccc(Cc2noc(CN3C[C@@H]4CCC[C@H]3C4)n2)c1
    0%	?	-1%	-1%	4%	1%	11%	5	-0.7%	4%	4
CC(=C/c1ccccc1)/C=N/n1c(-c2ccco2)n[nH]c1=S
    -18%	?	-2%	1%	-1%	-10%	-7%	3	6.7%	?	-4
Cc1cc(C)cc(NC(=O)C(NCC2CCCO2)c2ccccc2)c1 (stereo unspecified)
    3%	-23%	-1%	-3%	1%	2%	-27%	1	-0.1%	-9%	-20
O=C(COC(=O)C1CCN(c2ccc(C(F)(F)F)cn2)CC1)c1ccc(F)cc1
    -2%	·	-1%	·	·	5%	15%	·	-0.1%	3%	-1
CC1CCCCC1NC(=O)C1CCN(S(=O)(=O)N2CCOCC2)CC1 (stereo unspecified)
    -1%	1%	-7%	-4%	-1%	0%	8%	2	-0.2%	-1%	-19
Cc1nn(-c2ccccc2)c(C)c1/C=N/n1c(-c2ccccc2Br)n[nH]c1=S
    ?	·	0%	-2%	-4%	-12%	-21%	-3	6.3%	11%	7
Nc1ccc2c(C(F)(F)F)cc(=O)oc2c1
    i	-3%	-6%	5%	0%	-3%	-17%	1	0.1%	16%	-5
COc1ccc(CCNC(=O)C2CCC(=O)N(CCc3ccc(OC)cc3)C2)cc1 (stereo unspecified)
    0%	-21%	-3%	·	10%	1%	-30%	2	0.3%	-11%	-28
C=CCNC(=O)C1CCN(S(=O)(=O)c2ccccc2)CC1
    -2%	-1%	-3%	13%	1%	-6%	6%	6	-0.1%	10%	-11
CCOC(=O)N1CCN(Cc2nc3c(c(=O)n(C)c(=O)n3C)n2Cc2cc(C)ccc2C)CC1
    ·	2%	·	-2%	2%	-4%	·	4	0.4%	0%	·
O=C(c1ccco1)N1CCN(Cc2cccc([N+](=O)[O-])c2)CC1
    -6%	-12%	-1%	-1%	0%	-8%	?	-1	0.2%	3%	-11
CC(C)(C)c1ccc(C(=O)Nc2ccccc2C(=O)NCCN2CCOCC2)cc1
    -1%	9%	-6%	2%	-1%	2%	1%	-4	0.5%	-13%	-10
CN(CC(=O)NCc1ccncc1)S(=O)(=O)c1ccc2ccccc2c1
    0%	-4%	3%	-2%	-1%	-2%	1%	-5	0.3%	0%	-17
CC(C[N+](C)(C)C)OC(=O)C1(c2ccccc2)CCCC1 (stereo unspecified)
    2%	·	0%	0%	1%	-5%	?	2	-0.3%	14%	-1
O=C(COC(=O)COc1ccc(Nc2ccccc2)cc1)NCc1ccco1
    -7%	?	-1%	3%	3%	-10%	-11%	-3	-0.5%	7%	18
Cc1ccc(N2C(=O)CC2(C#N)c2ccc(OCc3ccccc3)cc2)cc1 (stereo unspecified)
    -8%	1%	0%	2%	-1%	1%	-7%	1	0.3%	14%	-3
CCOc1ccc(C2Oc3nc(SC)nnc3-c3ccccc3N2C(C)=O)cc1OC (stereo unspecified)
    -1%	14%	-2%	-12%	0%	1%	5%	1	-0.3%	13%	-12
CCOC(=O)c1cn(-c2ccccc2CO)c2c(F)c(F)c(F)cc2c1=O
    2%	-2%	-3%	1%	·	0%	-44%	3	0.0%	-13%	13
COc1ccccc1-c1cn(-c2ccccc2)c(=S)[nH]1
    4%	-30%	-6%	·	-1%	?	-18%	-4	2.3%	0%	16
COc1ccc(Br)cc1S(=O)(=O)Nc1ccc(Cl)cn1
    2%	14%	2%	-6%[11.5 µM]	-1%	-2%	23%	1	-0.6%	2%	8

# Overlap with the part before: four compounds; new compounds follow.
# Every second line gives: ASM inhibitor	Menin-MLL TR inh	PTAP TSG101 blk	PKM2 activator	GALK inh	Tb PFK block	a7 integrin act	Coupling enz	B2AR arrestin	BCR signal inh	Giardia kill
CCOc1ccc(C2Oc3nc(SC)nnc3-c3ccccc3N2C(C)=O)cc1OC (stereo unspecified)
    -1%	14%	-2%	-12%	0%	1%	5%	1	-0.3%	13%	-12
CCOC(=O)c1cn(-c2ccccc2CO)c2c(F)c(F)c(F)cc2c1=O
    2%	-2%	-3%	1%	·	0%	-44%	3	0.0%	-13%	13
COc1ccccc1-c1cn(-c2ccccc2)c(=S)[nH]1
    4%	-30%	-6%	·	-1%	?	-18%	-4	2.3%	0%	16
COc1ccc(Br)cc1S(=O)(=O)Nc1ccc(Cl)cn1
    2%	14%	2%	-6%[11.5 µM]	-1%	-2%	23%	1	-0.6%	2%	8
CCOC(=O)c1cnc2ccc(C)cc2c1OCc1cc(F)cc(F)c1
    0%	?	0%	-4%	-1%	1%	-10%	0	-0.1%	-13%	6
Cc1cc(C)c(NC(=O)CN2CCCCCC2)c(C)c1
    0%	?	-4%	·	1%	-5%	-22%	1	-0.7%	2%	-23
COc1cc2c(cc1OC)CN(C(=O)c1cccc([N+](=O)[O-])c1)CC2
    0%	·	0%	1%	1%	-1%	-2%	3	0.3%	-4%	-17
O=S(=O)(c1cccc2nsnc12)N1CCCC1
    0%	?	-2%	5%	-1%	-12%	-8%	8	0.6%	?	10
Cc1ccnc(NS(=O)(=O)c2ccc(NS(=O)(=O)c3ccccc3)cc2)n1
    4%	0%	-7%	-1%	-4%	-6%	8%	0	-0.1%	0%	?
CC(C)Cc1nnc(NC(=O)CCNC(=O)c2ccco2)s1
    0%	-1%	-1%	3%	0%	0%	-7%	0	0.0%	-15%	-6
COc1ccc2c(=O)c3c(=O)n(Cc4ccco4)c(-c4ccco4)nc3oc2c1
    -16%	17%	-4%	?	-2%	-5%	-23%	0	-0.2%	?	-13
CCOc1ccc(N(CC(=O)N2CCOCC2)S(=O)(=O)c2ccc(F)cc2)cc1
    -1%	0%	-1%	-3%	0%	0%	-9%	-1	0.5%	-2%	-10
Cn1c(N)c(C(=O)COC(=O)CNC(=O)c2ccccc2F)c(=O)n(C)c1=O
    -2%	·	-2%	·	·	1%	-10%	·	-0.6%	6%	8
CN(C)S(=O)(=O)n1cc(/C=C(\NC(=O)c2ccccc2F)C(=O)NCCCN2CCOCC2)c2ccccc21
    -1%	-1%	-4%	·	3%	1%	?	-1	-0.1%	-1%	13
CC(=O)Nc1nc(-c2ccc(Cl)cc2)nc(C)c1C(C)=O
    -13%	13%	-6%	-17%	2%	?	-10%	0	-0.3%	-2%	1
CCCCC(CCCC)=N/N=C/c1c(O)n(CC)c2cc(C3=NNC(=O)CC3)ccc12
    20%	-10%	10%	10%	-4%	1%	25%	-5	-0.7%	14%	-11
CN1CCN(C(=O)/C(=C\c2cccs2)NC(=O)c2ccco2)CC1
    6%	30%[activator]	-2%	2%	-3%	0%	13%	-2	1.1%	-3%	6
N#CC1=C2N=C(N)c3c(sc4c3CCCCC4)N2C2=C(C(=O)CCC2)C1c1ccccc1 (stereo unspecified)
    -21%	-1%	-1%	4%	-1%	4%	-8%	-7	-0.5%	?	2
O=C(Cc1ccc(Br)cc1)NC1CCCc2ccccc21 (stereo unspecified)
    0%	-7%	-2%	11%	9%	-1%	17%	-1	0.1%	-25%	1
C=CCOc1c2ccc(C(=O)NCCc3ccc(C)cc3)cc2nn1C
    70%[activator]	-16%	-2%	0%	-3%	6%	29%	0	-0.5%	-19%	-11
COc1ccccc1N(C)S(=O)(=O)c1ccc(C(=O)NC2CCCCCC2)cc1
    -1%	·	-1%	-9%	0%	-7%	-36%	0	-0.4%	?	0
CCOC(=O)N1CCN(C(=O)c2ccc(C)c(S(=O)(=O)Nc3cccc(C)c3C)c2)CC1
    0%	-15%	-3%	-6%	0%	0%	-8%	1	-0.7%	4%	21
Cc1ccc(CNC(=O)CCC2CCCN(Cc3c(C)nn(C(C)C)c3C)C2)o1 (stereo unspecified)
    4%	-15%	-2%	-4%	-1%	3%	0%	3	-1.1%	0%	4
NC(=O)c1ccc(-c2ccc(Br)cc2)o1
    -8%	14%	-1%	0%	-1%	-2%	18%	4	-0.5%	-1%	-3
